EPAC1 agonist: activates human EPAC1 exchange factor; O95398; EPAC1 agonist qHTS, biochemical assay; response scale: 100% = response to 6.5 mM cAMP; Potency, µM (top dose mostly 154 µM), for inactives: at the top dose activation, hits mostly activators; hit rate 0.073% among 360,000; AID 720707; further: potency means the concentration at half of the fitted maximal effect; nearly all actives have a fitted effect of over 60% in size
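Nucleotide exchange by EPAC1 (100 nM) on Rap1B–BODIPY-GDP (250 nM) in the presence of 50 uM GDP is tracked fluorescently at 480/540 nm over 30 min. Signals are normalized to a 6.5 mM cAMP control.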
GLP1R cytotox: cytotoxic in the GLP-1 receptor inverse agonist counter-screen; HEK293 cAMP-luciferase reporter cells, luminescence, 24 h; Potency, µM (top dose mostly 38.3 µM), inactives show top-dose activity change, negative = inhibition, hits mostly inhibitors; hit rate 0.13% among 410,000;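 further: loss of luciferase light is scored as toxicity; potency means the concentration at half of the fitted maximal effect; on the % scale 0 is the no-effect control and ±100 the full control effect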
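Quantitative HTS format, 1536 wells, 200 cells/uL seeded. Compounds: 23 nL, 24 h, 37 °C. Detection: luciferase reagent, luminescence at 12 min RT; decreased signal taken as cytotoxic.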
EPAC1 antag: antagonists of human EPAC1; EPAC1 GEF assay, Rap1b-BODIPY-GDP exchange fluorescence; Potency, µM (highest dose often 115 µM), for the others: at the highest dose activity change, negative = inhibition, usual class: inhibitors; hit rate 0.14% among 360,000;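 further: potency means the concentration at half of the fitted maximal effect; plate controls were vehicle for no effect and positive control for full effect; nearly all actives have a fitted effect of over 50% in size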
PI5P4Ka inh: PI5P4K alpha (human) kinase inhibition; max response, %; PI5P4Kalpha enzyme, ADP-Glo luminescence, 60 min; stronger effect = lower value; hit rate 1.2% among 330,000; P48426; active means max response of -50% or lower; inconclusive means between -30% and -50%; inactive means -30% or higher; further: value at the top dose of about 77 µM; on the % scale 0 is the no-effect control and ±100 the full control effect
Target sequence (P48426 whole entry, looked up): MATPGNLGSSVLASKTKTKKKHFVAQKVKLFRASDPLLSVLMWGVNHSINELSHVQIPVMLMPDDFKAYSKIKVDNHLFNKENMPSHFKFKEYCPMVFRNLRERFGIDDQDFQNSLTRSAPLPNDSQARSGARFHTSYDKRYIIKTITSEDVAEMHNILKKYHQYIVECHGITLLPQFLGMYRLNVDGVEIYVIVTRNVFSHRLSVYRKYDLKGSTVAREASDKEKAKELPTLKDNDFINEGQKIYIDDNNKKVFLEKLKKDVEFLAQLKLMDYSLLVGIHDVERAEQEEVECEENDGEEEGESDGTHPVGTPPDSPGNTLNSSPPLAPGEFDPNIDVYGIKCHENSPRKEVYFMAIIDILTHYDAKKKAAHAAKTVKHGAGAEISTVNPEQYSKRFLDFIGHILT
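Enzyme plus substrate dispensed, test compounds pinned in, then ATP (5 microM final) added. After 60 min at RT, ADP-Glo reagent 1 for 45 min and reagent 2 for 30 min preceded luminescence imaging.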
GLP-1R agonist: GLP-1 receptor (human) agonism; hit rate 0.007% among 380,000; Potency, µM (top dose mostly 45.6 µM), for inactives: at the top dose activation, actives largely listed as activators; HEK293 GLP-1R CRE-luciferase, luminescence, 4-6 h; cells express a hypersensitive GLP-1R form; P43220; further: potency means the concentration at half of the fitted maximal effect; % of control where 0% means no effect
PTHR1 ag: agonists of human PTHR1 parathyroid hormone receptor; HEK293 GP2 PTHR1 cells, GloSensor cAMP luminescence, 1 h; hit rate 0.075% among 410,000; Potency, µM (doses to about 115 µM), for inactives: at the top dose activation, hits mostly activators; Q03431; AID 743266; further: potency means the concentration at half of the fitted maximal effect; nearly all actives have a fitted effect of over 55% in size; some results filed as inactive show a strong effect at the top dose; inactives centre near -15; many of its hits are not listed in these tables
Target sequence (Q03431 whole entry, looked up): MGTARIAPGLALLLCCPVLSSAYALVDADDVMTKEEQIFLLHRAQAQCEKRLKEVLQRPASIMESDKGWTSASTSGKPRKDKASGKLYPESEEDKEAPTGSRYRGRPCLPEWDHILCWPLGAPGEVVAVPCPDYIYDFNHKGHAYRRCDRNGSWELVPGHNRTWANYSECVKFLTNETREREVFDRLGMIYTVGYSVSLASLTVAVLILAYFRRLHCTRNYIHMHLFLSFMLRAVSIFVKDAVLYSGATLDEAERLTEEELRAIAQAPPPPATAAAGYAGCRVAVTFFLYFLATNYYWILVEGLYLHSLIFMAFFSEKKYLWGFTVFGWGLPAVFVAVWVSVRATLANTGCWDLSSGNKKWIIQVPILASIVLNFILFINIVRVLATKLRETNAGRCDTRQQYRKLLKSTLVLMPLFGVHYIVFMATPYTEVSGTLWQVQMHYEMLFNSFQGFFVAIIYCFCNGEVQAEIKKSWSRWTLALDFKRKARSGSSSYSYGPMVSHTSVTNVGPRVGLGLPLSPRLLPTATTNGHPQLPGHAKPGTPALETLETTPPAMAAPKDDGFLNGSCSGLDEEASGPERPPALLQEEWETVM
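HEK-293-derived GP2 cells expressing PTHR1 and a GloSensor cAMP reporter, 3,000/well, plated overnight, given luciferin plus IBMX (each 0.5 mM as added) for 1 h at 37 °C, then compound for 1 h at 37 °C. Luminescence was read after 15 min at room temperature.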
IL2 activator: activators of IL-2; IL-2 activation reporter assay, cell-based qHTS; stimulated with anti-CD3/CD4/CD28 beads; in transgenic mouse T cells; hit rate 0.065% among 360,000; activation, % (series mostly up to about 46 µM); in the data active means activation above about 50%; inconclusive means mostly about 30% to 49%; further: 0% is about no effect
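Unstimulated transgenic mouse T cells preincubated 60 min with compound, then stimulated with anti-CD3/anti-CD4-coated beads plus anti-CD28 for 18 h at 37 degrees C. IL-2 response read as EGFP and DsRed fluorescence by plate cytometry.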
PLK1 PBD inh: blocks phosphopeptide binding to human PLK1 polo-box domain; Plk1 PBD binding of FITC phosphopeptide, fluorescence polarization; P53350; Potency, µM, inactives show max response, negative = inhibition, hits mostly inhibitors; hit rate 2.8% among 360,000; AID 720504; further: potency means the concentration at half of the fitted maximal effect; series mostly up to about 57 µM; on the % scale 0 is the no-effect control and ±100 the full control effect; nearly all actives have a fitted effect of over 65% in size
GLP1R inv ag: acts as inverse agonist at human GLP-1 receptor | AID 624417 | HEK293 GLP-1R CRE-luciferase, luminescence, 24 h; GLP-1R form is constitutively active | Potency, µM (highest dose often 38.3 µM), for the others: top-dose activity change, negative = inhibition, most hits filed as inhibitors | hit rate 1.6% among 410,000 | P43220; further: potency means the concentration at half of the fitted maximal effect; on the % scale 0 is the no-effect control and ±100 the full control effect; nearly all actives have a fitted effect of over 55% in size
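Readout was luciferase luminescence, measured 12 min after detection reagent at room temperature. Beforehand, GLP-1R reporter HEK293 cells had sat 12 h, then received compounds for 24 hr at 37 deg C.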
* hit, by the source's call; i = inactive; ? = inconclusive; / = not tested or not shown; [ ] = remark or other dose. Unless noted, the call rests on the fitted dose curve; in most records, active means well fitted curve in the direction sought with a large enough effect; inconclusive means small, poorly fitted or top-dose-only effect, or another doubt; inactive means no such curve, though single readings can be large; an effect the other way counts as inactive or inconclusive.

SMILES | EPAC1 agonist | GLP1R cytotox | EPAC1 antag | PI5P4Ka inh | GLP-1R agonist | PTHR1 ag | IL2 activator | PLK1 PBD inh | GLP1R inv ag
CC1(C(=O)Nc2ccc3nc[nH]c3c2)CCN1C(=O)c1ccccc1CCc1ccccc1 (stereo not given) | -1.4% | -5.0% | -20.4% | 3.1 | -6.0% | -20.9% | -0.4 | -8.0% | -0.3%
CCOCCCNC(=O)Cc1c(C(=O)O)[nH]c2ccc(Cl)cc12 | 4.5% | 8.1% | -26.3% | -1.0 | -0.1% | -7.5% | 1.5 | -11.2% | -6.0%
Cc1ccc(C(=O)COC(=O)c2cn(-c3ccccc3)nc2-c2ccccc2)cc1[N+](=O)[O-] | -4.4% | -0.2% | 10.8% | -1.4 | 4.7% | i | -0.5 | 0.0% | ?
COc1ccc(-c2c(C(F)(F)F)[nH]n3c(=O)cc(-c4ccccc4)nc23)cc1 | -12.2% | 27.2% | ? | -5.3 | -0.8% | -35.9%[inhibitor] | -3.2 | ? | -20.8%
CCCc1nn(C)c(C(=O)Nc2ccc3ccccc3c2)c1Cl | 1.2% | 9.8% | 15.7% | 13.2 | 8.6% | -1.6% | -4.0 | -5.9% | -17.5%
COc1cccc(NC(=O)CSc2nnc(Cc3ccc(C)cc3)c(=O)n2N)c1 | 12.4% | 7.9% | -3.1% | -4.7 | -2.2% | -19.4% | 0.9 | -11.3% | -6.8%
Cc1ccc(C(C(=O)NC(C)(C)C)N(Cc2ccco2)C(=O)Cn2nnc(-c3cccs3)n2)cc1 (stereo not given) | -2.3% | -8.0% | 2.4% | 18.1 | -10.3% | i | 0.1 | -9.1% | ?
O=[N+]([O-])c1ccc2c(c1)C=C1CCCCC1(N1CCCCC1)O2 (stereo not given) | 5.9% | 1.0% | -8.5% | 15.4 | -7.6% | -35.9%[inhibitor] | -1.9 | -8.0% | 15.3%
COc1ccc(NC2CCCN(C(=O)c3ccc4nccnc4c3)C2)cc1OC (stereo not given) | -8.2% | -15.0% | 4.1% | -8.0 | 0.7% | -12.4% | 1.3 | 2.2% | 10.3%
COCCNC(=O)Cn1cnc2ccc(S(=O)(=O)N3CCC(C)CC3)cc2c1=O | -4.4% | -13.8% | 12.4% | 0.3 | -7.4% | -3.1% | -2.8 | -4.1% | 0.0%
COC(=O)c1ccc2ncccc2c1 | 10.7% | 3.6% | -3.1% | -11.6 | 13.8% | i | -2.1 | -7.0% | 2.8%
Cc1nn(CC(=O)N(C)Cc2ccc(F)cc2)c(C)c1[N+](=O)[O-] | 11.3% | 13.8% | 5.6% | -3.8 | -2.6% | i | -0.4 | -21.0% | 0.0%
C/C(Cn1nnc([N+](=O)[O-])n1)=N\NC(=O)c1ccccc1 | 7.7% | 8.5% | 6.2% | / | -1.8% | i | 1.8 | -6.2% | 28.7%
CC1(C)NC(=O)N(CC(=O)OCC(=O)Nc2cccc(F)c2)C1=O | -5.0% | -3.0% | -5.0% | 2.8 | -4.1% | i | -1.7 | -8.1% | 5.1%
CCN(CC)c1ccc(N2C(=NC(=O)C3CCCO3)SC3CS(=O)(=O)CC32)cc1 (stereo not given) | 15.3% | -25.5% | -4.3% | -3.8 | -2.1% | i | -2.9 | -2.0% | 7.2%
NC(=O)[C@@H]1CCCN1Cc1nc(-c2ccc(C(F)(F)F)cc2)no1 | -4.1% | 3.3% | -23.8% | -5.9 | 12.0% | -35.8%[inhibitor] | -0.4 | -4.9% | -5.0%
O=C(CN1C(=O)C2C3C=CC(C3)C2C1=O)OCC(=O)c1ccc(Cl)cc1 (stereo not given) | -0.1% | -12.3% | -4.7% | -6.8 | 1.5% | -17.6% | -1.9 | -0.3% | 5.0%
CC1c2cc3c(cc2CCN1CC(=O)Nc1ccc(S(=O)(=O)N2CCCC2)cc1)OCCCO3 (stereo not given) | 4.2% | -5.0% | -31.4% | -2.7 | 2.6% | -2.0% | -2.2 | -13.8% | -24.4%
Cn1c(=O)c(=O)n(C)c2cc(S(=O)(=O)N3CCOc4ccccc43)ccc21 | -5.9% | 2.5% | -4.0% | 3.3 | 0.5% | -6.5% | -0.4 | 1.3% | -8.0%
COc1ccc(-c2nc(CN3CCCC(C(=O)NC4CCCC4)C3)c(C)o2)cc1 (stereo not given) | 0.0% | -18.2% | 0.0% | -4.7 | 7.8% | i | -0.8 | -1.1% | -22.7%
O=c1cc(-c2cccnc2)oc2c1ccc1ccccc12 | 2.5% | 0.3% | -17.0% | -3.2 | 11.6% | -11.9% | -0.4 | -4.4% | 49.9%[activator]
Cc1ccc(S(=O)(=O)N2CCCN(S(=O)(=O)c3ccc(C(F)(F)F)cc3)CC2)cc1 | 0.4% | 2.4% | -13.1% | / | -12.1% | -25.7% | -2.1 | -2.6% | 2.0%
BrC(=C\c1ccccc1)/C=N/N1CCN(c2ccccn2)CC1 | -13.7% | 5.5% | -10.6% | 13.1 | 9.3% | -27.9% | -5.7 | -10.8% | -7.6%
C=CCN(CC=C)C(=S)Nc1cc(Cl)ccc1OC | -0.9% | -7.0% | -2.7% | 1.4 | 12.2% | i | -0.7 | -2.0% | ?
CCC(c1nnc(SCC(=O)Nc2cc(C)on2)o1)N(C)C (stereo not given) | -10.9% | -15.3% | 1.7% | -4.1 | -1.1% | -13.3% | 0.1 | ? | 8.1%
O=C(COc1cccnc1[N+](=O)[O-])N1CCN(C(=O)c2ccco2)CC1 | 2.9% | 10.1% | -1.9% | -11.3 | -14.0% | -5.5% | 0.8 | ? | 5.9%
Cn1nc(C(F)(F)F)c(-c2ccc(Br)cc2)c1NC(=O)c1cccnc1 | -12.7% | -14.3% | -9.4% | 0.8 | 7.4% | -7.5% | -0.4 | -3.8% | ?
CC1(c2ccc3ccccc3c2)NC(=O)N(CC(=O)N2CCC(C(N)=O)CC2)C1=O (stereo not given) | 8.4% | -1.3% | 0.1% | -0.3 | 12.6% | -48.1% | 0.0 | -12.2% | 11.9%
CN1CCN(C(=O)c2ccc(COc3cc(Cl)ccc3Cl)o2)CC1 | -0.5% | -0.3% | -23.4% | 1.7 | 29.0% | -27.9% | -0.3 | -15.2% | ?
Cc1ccc(C(=O)OCC(=O)N2CCc3ccccc32)cc1 | 2.7% | 80.5%[activator] | 12.8% | 6.0 | -0.6% | -4.0%[57.5 µM] | -0.6 | -5.7% | 8.8%
COc1ccc(CCNC(=O)CCCn2c(=O)c3ccccc3n(Cc3cccc(Cl)c3)c2=O)cc1OC | / | -9.8% | / | / | 0.1% | -62.9%[inhibitor] | / | / | -24.2%
CN(C)CCCNC(=O)C1(O)c2cc(Br)ccc2NC(=O)N1c1ccc(Cl)cc1 (stereo not given) | -0.4% | -0.4% | -11.2% | -0.7 | 4.3% | i | -0.3 | -2.7% | 11.7%
CC(=O)OC1CC2(C)C(=O)CCC2C2CCc3cc(O)ccc3C12 (stereo not given) | 2.0% | -0.6% | -7.5% | / | 2.4% | ? | -0.4 | 0.2% | -4.4%
Cn1c(N)c(NC(=S)NC2CCCCC2)c(=O)n(C)c1=O | 6.0% | 3.5% | -19.3% | -0.9 | 9.9% | i | -0.8 | -11.9% | 5.8%
O=[N+]([O-])c1c(NCc2ccccc2)cc(N2CCc3ccccc3C2)c2nonc12 | 14.8% | -13.2% | -7.8% | -3.4 | -2.1% | -50.5%[inhibitor] | 1.6 | -16.7% | 13.3%
Cc1ccccc1OCC(O)CN1C(=O)c2ccccc2C1=O (stereo not given) | 2.4% | -3.4% | -17.7% | 2.6 | -1.8% | i | 0.9 | -1.1% | 26.2%
O=C(O)COc1ccccc1/C=N/NC(=O)CSc1nnc(SCc2ccccc2)s1 | 2.8% | 2.5% | -4.5% | -11.6 | 0.6% | i | -0.7 | -15.2% | -13.1%
Cc1ccc(S(=O)(=O)NC(=O)NCc2ccco2)cc1 | -2.0% | -0.4% | -0.4% | 4.4 | 0.4% | ? | -0.8 | -4.8% | 29.9%
CCC(C)n1nnc2c(=O)oc3ccccc3c21 (stereo not given) | 2.2% | 6.1% | 1.5% | / | -18.5% | -93.3%[inhibitor] | 2.5 | 1.4% | -0.2%
O=C(OCC(=O)N1CCCCCC1)c1ccc(S(=O)(=O)N2CCOCC2)cc1 | -3.3% | -3.8% | -19.4% | 1.8 | 5.3% | i | -2.6 | -4.3% | -8.4%
Cc1cccn2c(CN(C)C3CCOC3)c(C(=O)N3CCCCC3)nc12 (stereo not given) | -2.2% | -6.8% | 2.9% | 1.6 | 3.3% | -8.9% | -1.0 | -4.6% | 36.8%[activator]
COc1ccc(CCNC(=O)c2cc3c(=O)[nH]c4ccc(C)cc4c3s2)cc1OC | / | 7.9% | / | / | 1.2% | i | / | / | 7.1%
CCCCCCN1C[C@H](n2cc(COC(=O)c3ccccc3)nn2)[C@@H](O)C[C@@H]1c1ccc(C)cc1 | -28.7% | 0.9% | -13.9% | 22.3 | -1.7% | -58.2%[inhibitor] | -3.3 | 3.7% | ?
COc1ccc(-n2c(SCC(=O)N3CCC(C)CC3)nc3c([nH]c4ccccc43)c2=O)cc1 | / | 1.9% | / | / | -5.6% | i | / | / | 11.5%
COc1cccc(NC(=O)CC2SC(=Nc3ccccc3)NC2=O)c1 (stereo not given) | -9.1% | 10.9% | 9.4% | -23.9 | 18.8% | i | -3.3 | -4.1% | -11.7%
N#C/C(=C\N1CCN(Cc2ccc3c(c2)OCO3)CC1)c1nc2ccccc2s1 | 3.2% | -2.7% | -3.2% | / | -10.2% | i | -1.2 | 34.6%[activator] | ?
O=C1c2ccccc2COc2ccc(O)cc21 | -3.2% | -21.7% | 3.2% | -3.7 | 10.0% | i | -1.7 | -8.1% | 39.6%[activator]
COc1ccc2cc(C(=O)Nc3ccccc3)sc(=O)c2c1OC | -7.8% | 4.7% | -28.1% | 7.7 | 10.5% | i | 0.3 | -6.9% | 8.3%

The list is partial, so the mix of outcomes need not match the whole.
